Keap1 Nrf2 FP = inhibitors of human Keap1-Nrf2 protein-protein interaction | Q14145 | Keap1 Kelch-Nrf2 peptide fluorescence polarization, 1536-well | inhibition, % at 9.4 µM | hit rate 0.15% among 340,000 | AID 504523; in the data active means inhibition above about 12%; inconclusive means no clear call, values can overlap the other calls; inactive means below about 7.3%;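 further: human Keap1 Kelch domain with fluorescein labeled Nrf2 9mer peptide probe; 0% = neutral control wells and 100% = peptide positive control; higher means more block of Keap1 binding to Nrf2 peptide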
MOR-DOR ag = OPRM1-OPRD1 heterodimerization agonism; P35372+P41143; cells, luminescence; activation, % at 9.3 µM; hit rate 0.3% among 340,000; in the data active means activation above about 18%;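 further: 0% = vehicle-treated cells and 100% = reference agonist; values of inactives mirror those of a sister screen read the other way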
Target sequence (P35372 whole entry, looked up): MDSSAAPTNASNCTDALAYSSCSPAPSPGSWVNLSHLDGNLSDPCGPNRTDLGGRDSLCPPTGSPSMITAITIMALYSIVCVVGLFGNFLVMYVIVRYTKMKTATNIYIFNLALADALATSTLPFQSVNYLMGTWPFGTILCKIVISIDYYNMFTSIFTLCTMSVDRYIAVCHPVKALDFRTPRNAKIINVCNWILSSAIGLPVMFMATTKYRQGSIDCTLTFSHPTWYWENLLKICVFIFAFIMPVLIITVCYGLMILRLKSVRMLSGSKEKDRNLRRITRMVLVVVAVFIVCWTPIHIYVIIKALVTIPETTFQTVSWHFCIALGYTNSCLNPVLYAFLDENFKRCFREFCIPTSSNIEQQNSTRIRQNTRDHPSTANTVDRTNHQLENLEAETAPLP
Target sequence (P41143 whole entry, looked up): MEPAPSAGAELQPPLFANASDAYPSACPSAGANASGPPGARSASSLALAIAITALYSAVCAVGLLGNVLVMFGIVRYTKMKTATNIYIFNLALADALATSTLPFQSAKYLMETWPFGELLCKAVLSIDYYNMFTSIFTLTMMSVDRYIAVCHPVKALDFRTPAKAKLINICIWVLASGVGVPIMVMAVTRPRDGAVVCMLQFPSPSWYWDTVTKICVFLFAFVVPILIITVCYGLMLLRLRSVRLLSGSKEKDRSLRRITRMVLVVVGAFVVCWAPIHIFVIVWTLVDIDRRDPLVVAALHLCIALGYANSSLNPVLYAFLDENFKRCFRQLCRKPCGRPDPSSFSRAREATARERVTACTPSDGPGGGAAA
RTF Ca sens inh = cardiac RTF calcium desensitization. P19429+P45379. IANBD-labeled cardiac RTF, Ca2+ fluorescence. inhibition, % at 7.15 µM. hit rate 0.12% among 340,000. AID 493244;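 active means inhibition above the mean inhibition of all tested compounds plus 3 SD, cut at about 17% in these data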;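 further: assay run at fixed EC70 calcium of 1.6 mM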
HTR5A ag = counter-screen for OPRM1-OPRD1 agonists: human HTR5A agonism; activation, % at 9.3 µM; hit rate 0.61% among 340,000; AID 504692; HTR5A agonist assay, luminescence, cell-based; in the data active means activation mostly above about 9.5%, no sharp cut-off; inactive means mostly below about 7.6%;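 further: 0% = cells with vehicle only and 100% = reference agonist; strong numbers were not always called active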
V-ATPase pH = regulators of yeast V-ATPase proton transport | S. cerevisiae, pHLuorin cytosolic pH fluorescence | response, % at 10 µM | hit rate 0.37% among 350,000 | AID 504577; in the data active means response mostly above about 7.3%, no sharp cut-off; inactive means mostly below about 5.4%; further: actives read high; inactives centre near 0; some compounds called inactive have numbers as strong as hits; reference of the scale not given here
RTF Ca sens act = increases calcium sensitivity of human cardiac regulated thin filaments | P19429+P45379 | IANBD-labeled TnC RTF fluorescence at EC20 calcium; 0% EC20 calcium, 100% full calcium | activation, % at 7.2 µM | hit rate 0.24% among 340,000 | AID 493008;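 active means activation above the mean over all tested compounds plus 3 SD, cut at about 30% in these data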;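 further: rise in fluorescence read as greater calcium sensitivity of cardiac thin filaments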
CAL PDZ FP = blocks peptide binding to the human CAL PDZ domain. purified CAL PDZ, TMR-peptide fluorescence polarization, 1 h. hit rate 0.92% among 300,000. inhibition, % at 24.9 µM. Q9HD26;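 active means mean inhibition of at least 30% with at least half of replicates also reaching 30%; inconclusive means no clear call, values can overlap the other calls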;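 further: 0% = DMSO neutral control and 100% = excess unlabeled competitor peptide PRC23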
C-LANA FP = blocks KSHV LANA C-terminal domain binding to DNA. AID 504423. MBP-C-LANA/FAM-LBS DNA binding, fluorescence polarization. inhibition, % at 9 µM. hit rate 0.078% among 340,000;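 active means highest replicate inhibition at or above 60% at 9 µM, even if other replicates fall short; inactive means all replicates below 60% inhibition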;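 further: 0% = neutral control wells and 100% = 4 µM acridine orange control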
MOR-DOR inv ag = mu-delta opioid heterodimer inverse agonism; P35372+P41143; cell-based MOR-DOR heterodimer luminescence; inhibition, % at 9.3 µM; hit rate 0.21% among 340,000; in the data active means inhibition above about 22%, passing the limit was not always enough;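 further: 0% = cells with DMSO and 100% = wells without cells with DMSO; values of inactives mirror those of a sister screen read the other way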
HTR5A inv ag = HTR5A inverse agonism, opioid heterodimer counter-screen. P47898. HTR5A cell line, luminescence. hit rate 0.083% among 340,000. AID 504634. inhibition, % at 9.3 µM; in the data active means inhibition mostly above about 23%, no sharp cut-off; inactive means mostly below about 18%;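 further: 0% = cells with DMSO and 100% = no-cell wells with DMSO; some compounds called inactive have numbers as strong as hits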
* marks the source's active call; other numbers are inactive results; ? = inconclusive; . = no result given. Only part of the results is shown; count on the stated rates, not on these rows.

Below each compound – Keap1 Nrf2 FP	MOR-DOR ag	RTF Ca sens inh	HTR5A ag	V-ATPase pH	RTF Ca sens act	CAL PDZ FP	C-LANA FP	MOR-DOR inv ag	HTR5A inv ag
O=C(Cc1ccccc1)N1CCN(C2CCCCCC2)CC1
  2	-3.0	8	2	2	-6	.	0.6	15	-5
CC12CCC(=O)C=C1CCC1C2CCC2(C)C1CCC2(O)CC#N (stereo not given)
  -5	-3.1	-2	0	12*	-4	-4	-4.5	16	-1
CN1[C@H]2CC[C@@H]1C(C(=O)N1CCOCC1)=C(O)C2
  3	-2.7	5	1	-4	0	0	3.3	12	0
CN(C)CC1CSCCC1(O)c1ccccc1Cl (stereo not given)
  3	-0.8	-6	1	-1	-7	-4	0.4	4	-5
COC(=O)C1=C(c2cccc(OC)c2OC)C[C@@H]2CC[C@H]1N2C(=O)N1CCCCC1
  -3	-0.2	-3	4	-2	-1	-4	-1.0	1	-11
COC(=O)C1=C(c2cccc3c2S(=O)(=O)c2ccccc2-3)C[C@@H]2CC[C@H]1N2C(=O)N1CCOCC1
  -3	-1.8	-11	18	-10	5	1	0.2	10	-52
CC1CC2C(C(O)CC3(C)C(O)CCC23)C2(C)CCC(=O)C=C12 (stereo not given)
  -1	-1.2	-9	0	0	3	1	-2.3	6	1
CCc1ccc(OCC(=O)N2CCN(CC(=O)Nc3ccccc3Cl)CC2)cc1
  -2	-1.7	-8	-3	-1	3	.	-0.8	7	6
CC12CC(O)C3C(CCC4=CC(=O)CCC43C)C1CCC2=O (stereo not given)
  0	-2.0	-3	-1	-2	-1	-3	3.6	10	2
Cn1c(O)c(C=NC2CCN(Cc3ccccc3)CC2)c(=O)n(C)c1=O
  2	-0.4	-11	4	4	1	-1	-1.2	2	-11
O=C1NC(=O)C(=Cc2cccc(OCCOc3ccccc3)c2)C(=O)N1
  1	-2.5	-1	1	-1	-7	4	2.7	11	-3
CC1(C)C(C(=O)N2CCN(C(=O)c3ccccc3)CC2)C1(C)C
  -1	-1.0	-6	1	-3	-3	2	1.2	7	-30
CCC(C)n1c(O)c(C=NC(C)c2ccccc2)c(=O)[nH]c1=S (stereo not given)
  5	-2.0	-9	1	4	6	.	6.5	10	9
O=C(c1ccco1)C12CN3CN(CN(C3)C1)C2
  -9	-2.7	5	8	0	-1	-1	-1.1	14	7
CC(C)CN(C(=O)CN1CC=C(c2ccccc2)CC1)c1c(N)n(CC(C)C)c(=O)[nH]c1=O
  0	0.5	-4	-3	0	4	-3	-1.5	-3	9

Next part, overlapping the part above by 4 compounds.
Below each compound – Keap1 Nrf2 FP	MOR-DOR ag	RTF Ca sens inh	HTR5A ag	V-ATPase pH	RTF Ca sens act	CAL PDZ FP	C-LANA FP	MOR-DOR inv ag	HTR5A inv ag
CC1(C)C(C(=O)N2CCN(C(=O)c3ccccc3)CC2)C1(C)C
  -1	-1.0	-6	1	-3	-3	2	1.2	7	-30
CCC(C)n1c(O)c(C=NC(C)c2ccccc2)c(=O)[nH]c1=S (stereo not given)
  5	-2.0	-9	1	4	6	.	6.5	10	9
O=C(c1ccco1)C12CN3CN(CN(C3)C1)C2
  -9	-2.7	5	8	0	-1	-1	-1.1	14	7
CC(C)CN(C(=O)CN1CC=C(c2ccccc2)CC1)c1c(N)n(CC(C)C)c(=O)[nH]c1=O
  0	0.5	-4	-3	0	4	-3	-1.5	-3	9
Cc1cc(N)n(C2CCN(C)CC2)n1
  ?	-1.0	-3	3	-2	-4	-5	0.2	6	-21
COc1ccc(N=Cc2c(O)n(Cc3ccccc3)c(=S)[nH]c2=O)c(OC)c1
  2	-2.3	-11	0	-4	2	0	0.3	11	-14
Cc1cc(OCC(=O)NCc2ccncc2)c2c3c(c(=O)oc2c1)CCC3
  4	-2.3	-5	4	2	-2	13	0.2	12	-17
CC12C=CC(=O)C=C1CC(O)C1C2CCC2(C)C1CCC2(C)O (stereo not given)
  -1	-2.7	3	0	7	0	-1	-1.0	13	-1
O=C(Nc1ccncc1)c1cccn(Cc2ccccc2)c1=O
  1	1.2	9	4	-1	6	2	0.5	-7	-10
COC(=O)C1=C(c2cc3ccccc3o2)C[C@@H]2CC[C@H]1N2C
  -2	-2.4	4	2	1	-2	3	0.1	14	13
Cn1c(O)c(/C=N/N2CCOCC2)c(=O)n(C)c1=S
  -2	-2.7	0	4	0	-1	.	2.4	14	2
CCC(C)n1c(O)c(C=NCCc2ccccc2)c(=O)[nH]c1=S (stereo not given)
  -4	2.7	2	3	2	2	-2	0.5	-13	-7
COc1ccccc1N1C(=O)NC(=O)C(CCc2ccncc2)(CCc2ccncc2)C1=O
  -6	0.7	-5	-1	3	2	1	1.0	-4	-2
CC(=O)O[C@@]12CO[C@@H]1C[C@@H](O)[C@@]1(C)C(=O)[C@H](O)C3=C(C)[C@@H](OC(=O)[C@H](O)[C@@H](NC(=O)c4ccccc4)c4ccccc4)C[C@@](O)([C@@H](OC(=O)c4ccccc4)C12)C3(C)C (stereo not given in full)
  -4	-2.5	2	-3	-1	6	0	-0.4	14	23
CCC(CC)C(=O)NC1CCSC1=O (stereo not given)
  0	-2.6	-4	1	0	-3	-3	-0.9	14	-2
CCn1c(C(=O)N2CCC(C(=O)N3CCC4(CC3)OCCO4)CC2)cc2sccc21
  -4	-1.9	4	3	-1	-1	-5	-0.3	11	5
Cc1ccccc1-n1c(O)c(/C=N/N2CCOCC2)c(=O)[nH]c1=S
  -2	-1.6	-12	1	-1	0	-4	0.7	9	-4
CC(C)Cc1[nH]c(=O)c(C#N)c2c1CCC2
  5	-1.5	-1	1	-7	-3	3	-0.3	8	2
CCCCOC(=O)C1=C(N)OC2=C(C(=O)CCC2)[C@]12C(=O)N(C)c1ccccc12
  -2	-0.9	-3	-2	0	-1	.	0.5	4	0
COC(=O)C1=C(c2ccc(OC(F)(F)F)cc2)C[C@@H]2CC[C@H]1N2C(=O)N1CCOCC1
  1	-0.9	2	5	0	-4	-3	0.1	4	-10
COc1cc(N2C(=O)CC(=O)NC2=O)cc(OC)c1OC
  -2	-4.7	-2	1	0	4	-2	0.2	22	-4
CC(=O)N1CCC2(CC1)CC(=O)c1cc(OCC(=O)N3CCC4(CC3)OCCO4)ccc1O2
  3	-2.1	-7	-3	0	0	6	-0.7	11	19
COC(=O)C1=C(c2cccc(OCc3ccccc3)c2)C[C@@H]2CC[C@H]1N2C(=O)NCc1ccc(C(C)(C)C)cc1
  0	0.3	-5	0	-3	-4	2	0.3	-2	-3
CCN(CC)C(=O)c1ccc(NC(=O)c2ccc3c(c2)NC(=O)CS3)cc1
  -5	-0.4	0	0	-3	-6	0	-0.2	2	2
Cc1cc(C=C(C#N)C#N)ccc1N1CCCC1
  1	3.8	-27	-5	1	28	-2	-0.3	-27	14
CC(C)C(=O)Nc1ccc(N2CCN(C)CC2)c(F)c1
  -3	-3.8	-5	8	2	1	-6	-0.4	19	10
OC1(CN2CCOCC2)C2CC3CC(C2)CC1C3 (stereo not given)
  -4	-3.1	1	-2	8	5	-5	-1.4	17	1
CCOc1ccc(-n2c(O)c(C=Nc3ccc(NC(C)=O)cc3)c(=O)[nH]c2=O)cc1
  -5	-4.1	-3	-6	-3	4	-2	-0.1	21	6
COc1ccc(C(=O)CC2C(=O)N(C)C(=O)N(C)C2=O)cc1
  -4	-2.1	-7	3	-5	-6	6	-0.6	9	-20
CSc1ccccc1C(=O)C1CCCN(Cc2ccncc2)C1 (stereo not given)
  0	-2.1	-5	1	0	2	-1	1.2	11	-1
Cc1ccc2c(c1)C1CN(C)CCC1N2C(=O)Nc1cccc(C(F)(F)F)c1 (stereo not given)
  -4	.	-13	.	1	11	-2	-2.0	.	.
O=C(c1ccc(C(F)(F)F)cc1)C1CCCN(Cc2ccc(CO)o2)C1 (stereo not given)
  1	-1.2	-3	1	2	-1	-2	-0.8	6	16
COc1ccc(CNCCc2ccccc2F)c(OC)c1C
  -1	2.9	-11	0	-7	1	-3	1.8	-15	1
OC(COCc1ccc(Cl)cc1)CN1CC=C(c2ccccc2)CC1 (stereo not given)
  0	0.2	0	3	-1	1	-3	-2.3	-1	5
NS(=O)(=O)c1ccc(N=Nc2c(O)[nH]c(=S)[nH]c2=O)cc1
  0	-3.0	-2	2	1	2	-3	-0.7	16	6
C=CCOC(=O)C1C(C(=O)O)C2(Cl)C(Cl)=C(Cl)C1(Cl)C2(Cl)Cl (stereo not given)
  -2	-1.1	-8	3	2	-1	-9	-0.4	6	-12
O=P(O)(Oc1ccccc1)OC(c1ccccc1)C(F)(F)C(F)(F)F (stereo not given)
  -1	-0.7	-22	-1	-3	-1	-6	-0.5	3	2
O=C(NC1(C(F)(F)F)Oc2ccc(Cl)cc2O1)N1CCC2(CC1)OCCO2 (stereo not given)
  1	0.7	2	2	2	-5	-3	0.3	-4	-9
CSc1cccc(NP2(=O)OCC(C)([N+](=O)[O-])CO2)c1 (stereo not given)
  0	-0.4	0	0	-5	-6	-2	0.4	2	-1
Cn1cccc1/C=C1/C(=O)NC(=O)N(Cc2ccccc2)C1=O
  -7	-2.7	-4	6	0	-6	-1	-0.6	16	-15
Cc1cccc(-n2c(-c3ccccc3)nc3ccccc3c2=O)n1
  -1	-3.6	-2	0	8	-4	0	-1.2	18	-1
C=CCn1c(O)c(C(C)=NCc2cccnc2)c(=O)[nH]c1=O
  -4	-3.1	2	1	-4	-1	-3	-0.2	16	-8
